# Bioassay records: PubChem BioAssay, several laboratories
# Shn3 3UTR inh: Schnurri-3 reporter inhibition in Clone20 osteoblasts; Clone20 osteoblast Shn3 3'UTR firefly luciferase, 24 h; inhibition, % at 12.5 µM; 360,000 tested, 0.52% active;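 active = mean inhibition of at least 75% with every replicate also reaching 75%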;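 note: 0% = median of neutral control wells and 100% = pilot-screen positive control compound; some compounds past the cut are filed as inactive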
# SRC1 inh: inhibitors of human steroid receptor coactivator 1 (SRC1); Q15788; HEK293 GAL4-SRC1 luciferase reporter, luminescence; inhibition, % at 3.6 µM; 360,000 tested, 0.12% active;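 active = inhibition above the campaign mean plus 3 SD, with each screening campaign given its own cutoff, cut at about 60% in these data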;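 note: 0% = DMSO treated cells and 100% = gossypol at 36 µM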
# Target sequence (Q15788 whole entry, looked up, the tested form may be a part): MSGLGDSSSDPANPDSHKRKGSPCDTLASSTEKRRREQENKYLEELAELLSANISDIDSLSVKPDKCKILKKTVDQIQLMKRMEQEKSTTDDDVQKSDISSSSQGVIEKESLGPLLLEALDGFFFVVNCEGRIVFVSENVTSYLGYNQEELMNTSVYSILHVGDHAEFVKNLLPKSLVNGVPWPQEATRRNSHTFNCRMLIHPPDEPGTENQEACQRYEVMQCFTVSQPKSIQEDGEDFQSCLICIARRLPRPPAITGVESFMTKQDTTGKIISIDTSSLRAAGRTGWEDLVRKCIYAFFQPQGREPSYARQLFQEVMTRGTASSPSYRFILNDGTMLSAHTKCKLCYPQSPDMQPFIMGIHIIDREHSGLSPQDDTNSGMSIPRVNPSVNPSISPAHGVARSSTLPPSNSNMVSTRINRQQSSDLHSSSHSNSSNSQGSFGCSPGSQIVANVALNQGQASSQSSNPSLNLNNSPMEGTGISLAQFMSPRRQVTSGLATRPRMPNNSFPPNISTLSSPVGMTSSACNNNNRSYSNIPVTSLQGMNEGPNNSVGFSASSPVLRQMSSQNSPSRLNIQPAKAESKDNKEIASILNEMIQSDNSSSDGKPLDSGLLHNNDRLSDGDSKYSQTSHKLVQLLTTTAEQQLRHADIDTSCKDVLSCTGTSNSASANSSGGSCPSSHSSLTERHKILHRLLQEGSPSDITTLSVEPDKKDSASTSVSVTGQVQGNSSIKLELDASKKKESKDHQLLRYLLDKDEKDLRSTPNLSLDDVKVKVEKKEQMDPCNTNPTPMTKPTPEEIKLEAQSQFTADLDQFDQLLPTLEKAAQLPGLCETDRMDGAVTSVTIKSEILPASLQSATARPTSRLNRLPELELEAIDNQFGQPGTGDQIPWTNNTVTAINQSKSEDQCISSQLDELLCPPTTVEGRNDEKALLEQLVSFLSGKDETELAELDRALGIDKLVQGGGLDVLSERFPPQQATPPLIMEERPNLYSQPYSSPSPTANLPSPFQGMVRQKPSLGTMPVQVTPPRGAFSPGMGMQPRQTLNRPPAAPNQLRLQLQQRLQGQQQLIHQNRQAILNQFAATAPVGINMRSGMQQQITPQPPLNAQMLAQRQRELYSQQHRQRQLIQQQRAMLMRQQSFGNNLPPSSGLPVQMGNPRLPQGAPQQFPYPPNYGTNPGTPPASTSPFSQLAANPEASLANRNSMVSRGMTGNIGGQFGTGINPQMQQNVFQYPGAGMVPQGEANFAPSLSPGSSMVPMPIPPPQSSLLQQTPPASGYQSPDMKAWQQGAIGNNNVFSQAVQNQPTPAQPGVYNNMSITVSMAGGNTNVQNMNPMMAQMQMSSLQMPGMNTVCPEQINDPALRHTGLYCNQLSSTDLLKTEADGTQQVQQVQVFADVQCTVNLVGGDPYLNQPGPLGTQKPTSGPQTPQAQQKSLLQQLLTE
# COUP-TFII inh: NR2F2 (human) inhibition, primary screen | P24468 | HEK293T NGFI-A luciferase reporter, luminescence | inhibition, % at 8.6 µM | 370,000 tested, 0.7% active;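 active = inhibition above a per-plate cutoff, mean inhibition of test wells between control levels plus 3 SD, cut at about 38% in these data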;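 note: cells cotransfected with COUP-TFII expression vector driving the NGFI-A reporter; 0% = median of COUP-TF2 test wells and 100% = reporter-only cells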
# CF NFkB inh: blocks PAF-induced NF-kB reporter in cystic fibrosis cells | AID 588850 | KKLEB NF-kB-GFP reporter, GFP fluorescence overnight | 360,000 tested, 0.86% active | inhibition, % at 5 µM;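 active = at least 50% inhibition at 5 µM, scaled per plate between neutral and stimulator controls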;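 note: PAF is a Pseudomonas aeruginosa culture filtrate used as stimulus; plate controls were PAF-stimulated DMSO wells for no effect and unstimulated DMSO wells for full effect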
# TWEAK Fn14 block: blocks TWEAK-Fn14 interaction in a reporter cell assay. 360,000 tested, 2% active. AID 1159606. TWEAK-stimulated Fn14 reporter cells, luciferase luminescence, 8 h. inhibition, % at 10 µM; in the data active = inhibition above about 50%
# NCOA3 inh: inhibits human SRC3 coactivator. Q9Y6Q9. HEK293 GAL4-SRC3 luciferase reporter, luminescence. inhibition, % at 3.6 µM. 360,000 tested, 0.17% active;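 active = inhibition above a per-campaign cutoff, the mean of all compounds plus 3 SD, cut at about 60% in these data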;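 note: 0% = DMSO-treated cells and 100% = gossypol-treated cells at 36 µM; higher means less SRC3-driven luciferase light from the GAL4 reporter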
# TROY signal inh: blocks TROY-dependent signaling in reporter cells. AID 1347056. 360,000 tested, 0.98% active. inhibition, % at 10 µM. Q293 LMP1-TROYcd NF-kB luciferase reporter, 4 h;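 active = compounds whose plate-normalised and pattern-corrected inhibition of the luciferase reporter signal at the single screening dose is 50% or more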
# LMP1 NFkB inh: reduces LMP1-driven NF-kappaB luciferase signal | 350,000 tested, 0.69% active | inhibition, % at 12.5 µM | AID 504558 | LMP1-induced NF-kappaB luciferase reporter cells, luminescence; in the data active = inhibition above about 41%;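 note: 0% = neutral control wells and 100% = reference inhibitor control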
# TRAIL sens C8: sensitizes caspase-8 expressing cells to TRAIL | inhibition (viability loss, TRAIL sensitization), % at 10 µM | NB7+C8 cells + TRAIL, ATPlite viability luminescence | 360,000 tested, 1% active;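 active = compounds causing at least 50% loss of cell viability in the single-dose screen, relative to plate controls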
# NR5A2 inv ag: NR5A2 inverse agonism in reporter assay; O00482; HEK293T StAR-luciferase reporter, LRH-1 transfected, 24 h; inhibition, % at 3.6 µM; 360,000 tested, 0.13% active; AID 602396;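 active = inhibition above the mean inhibition of all tested compounds plus 3 SD, cut at about 73% in these data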;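 note: 0% = DMSO wells and 100% = reporter-only cells lacking LRH-1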
# KKLEB tox: counter-screen for CF NF-kB inhibitors: cytotoxicity | activity change (cytotoxicity), % at 5 µM | 360,000 tested, 0.36% active | AID 602141 | KKLEB CF airway cells viability, ATPlite luminescence, overnight; stronger effect = lower value; cells stimulated with P. aeruginosa culture filtrate;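 active = corrected activity change at or below -50% at 5 µM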
# Numbers without * were called inactive; · = not tested or not shown. Only part of the results is shown. The share of hits here may be higher or lower than overall.
# Sequence of screens: Shn3 3UTR inh	NR5A2 inv ag	TROY signal inh	COUP-TFII inh	TWEAK Fn14 block	CF NFkB inh	SRC1 inh	NCOA3 inh	LMP1 NFkB inh	KKLEB tox	TRAIL sens C8
- CC(=O)C1=C(O)C(=O)N(c2ccc(O)cc2)C1c1ccc(Cl)cc1 (stereo not drawn)
    -10	12	-31	-1	-2	-7	-6	-11	-8	8	-3
- O=C(Cn1c(=O)c2sccc2n(Cc2ccc([N+](=O)[O-])cc2)c1=O)NCCc1ccccc1
    -36	13	-7	-16	-20	3	14	15	1	-9	-1
- C=CCNC(=O)/C(C#N)=C\c1cc(Cl)c(OCC)c(OC)c1
    4	-13	-7	5	29	34	10	22	2	-10	4
- COc1ccc(CN2C(=O)NC3(CCCCC3)C2=O)cc1F
    8	-22	-5	-16	13	-2	12	-33	1	16	2
- CCCSc1ncc(Cl)c(C(=O)Nc2ccc(S(=O)(=O)N3CC(C)OC(C)C3)cc2)n1 (stereo not drawn)
    21	-9	36	6	15	17	-7	-3	3	-18	7
- COC(=O)c1nnn(-c2cc(Cl)cc(Cl)c2)c1C(=O)OC
    -7	7	-5	16	10	5	-29	11	3	4	-3
- Cc1nn(Cc2ccccc2Cl)c(C)c1NC(=O)c1noc(C(C)C)c1[N+](=O)[O-]
    -3	5	-14	9	3	22	-15	3	1	0	-2
- Cc1cccc(/C=N/NC(=O)c2cc(Br)ccc2O)n1
    -14	-30	-40	-9	-71	12	-19	-37	1	1	-6
- COc1ccc(-c2noc(N3CCC(C(=O)Nc4cc(OC)c(OC)c(OC)c4)CC3)n2)cc1
    7	-34	16	-2	1	-6	6	-3	9	19	1
- CCCCNC(=O)CNC(=O)c1nn(-c2ccc(OC)c(OC)c2)c(=O)c2ccccc12
    -24	14	0	22	3	-5	13	-8	-3	0	-9
- CN(CC(=O)Nc1c(Cl)cccc1Cl)C(=O)CCC1CCCC1
    -9	-15	-11	15	-1	1	-19	15	0	0	-9
- O=[N+]([O-])c1ccccc1CCc1cnc(Cl)s1
    -18	-12	52*	-17	58*	0	-6	4	-3	3	-3
- CC(C)=N/N=c1\scc(C)n1Cc1ccco1
    -24	9	2	9	-5	-16	-7	12	2	-1	-7
- CCCCC(=O)Nc1cccc(NC(=O)c2cccc(Br)c2)c1
    15	-8	-8	-7	-1	4	-14	4	2	8	6
- Cc1cc(C)cc(OCC(=O)Nc2ccc(N3CCN(S(C)(=O)=O)CC3)cc2)c1
    1	17	11	-6	-5	3	-5	-6	1	1	-5
- Cc1ccccc1-c1nnn(CC(=O)NC(=O)NC2CCCC2)n1
    -15	-3	4	0	-18	-16	0	8	4	12	-12
- CC1=C(C(=O)N(C)C)CC(CC(=O)NCC2CCCCC2)C(=O)N1Cc1ccc(F)cc1 (stereo not drawn)
    -27	-29	1	4	4	-11	-2	-2	·	4	-8
- CC1(C)Cn2c(nnc2-c2ccccc2)S1
    -3	1	-17	4	4	-22	-5	23	-1	5	-20
- COc1ccc(/C=N/Nc2cc(C)nc(-n3nc(C)cc3C)n2)cc1
    53	-17	-17	16	-29	4	3	26	20	3	48
- CCC(C)[C@H](NC(=O)Nc1ccc(C)cc1C)C(=O)O (stereo partly drawn)
    2	-23	11	4	10	10	-2	-9	-1	-3	-15
- CCC1Oc2ccccc2N(CC(=O)Nc2ccccc2OC)C1=O (stereo not drawn)
    3	-23	-16	-12	-8	9	-3	14	0	13	0
- CCCCc1nnc(NC(=O)Cc2ccc(OC)c(S(=O)(=O)N3CCOCC3)c2)s1
    -79	-6	-11	29	2	19	-9	1	2	-4	-5
- COc1cccc(C(=O)/C=C/c2ccc(N3CCCCC3)c([N+](=O)[O-])c2)c1
    2	17	-29	-1	27	25	9	-3	1	-34	4
- CCCCNC(=O)c1cccc(NC(=O)C(=O)c2ccccc2NC(C)=O)c1
    7	18	-15	-6	9	-6	-10	7	1	11	-6
- Cc1ccc(NC(=O)CCC(=O)NN=Cc2ccc(C)o2)c(C)c1
    -2	3	2	-6	2	-38	-10	-16	·	20	-7
- CC(C(=O)OCn1nnc2ccccc2c1=O)N1C(=O)c2ccccc2C1=O (stereo not drawn)
    -26	-5	-11	6	5	-1	-10	2	-1	0	0
- CN(C)N1C(N)=C(C#N)C(c2ccc(Br)cc2)C2=C1CC(C)(C)CC2=O (stereo not drawn)
    13	-10	-3	18	12	9	19	-22	7	-7	-7
- COc1cc(C(=O)NCC(c2ccco2)N2CCOCC2)cc(OC)c1OC (stereo not drawn)
    -5	-10	11	9	-2	-2	3	1	2	8	6
- CN(c1ccccc1)c1nc(N)c(C#N)c(CC#N)c1C#N
    2	13	-10	-7	8	20	8	17	2	-5	2
- CCN1C(=O)C(CC(=O)Nc2ccc(OC)cc2)N(CCCN2CCN(c3ccc(F)cc3)CC2)C1=S (stereo not drawn)
    45	-1	3	4	11	4	-22	-5	-2	-18	0
- CCCN1C2CCCC1CC(NC(=O)Nc1cccc(C(C)=O)c1)C2 (stereo not drawn)
    -2	2	2	9	6	17	-4	11	-29	-7	1
- COCC(=O)Nc1sc2c(c1C(=O)OC)CCC(C)C2 (stereo not drawn)
    8	-12	-35	-3	-23	-15	-34	15	-12	-4	-10
- CC(=O)N1/C(=C/c2ccc(N(C)C)cc2)C(=O)c2ccccc21
    -16	7	66*	-50	86*	48	10	3	28	-12	-47
- Cc1cc(C)c(S(=O)(=O)Nc2cc(C)on2)c(C)c1
    -3	16	14	-22	-4	-16	9	-14	4	11	-22
- CC(=O)Nc1ccccc1OCC(=O)c1cc(C)n(Cc2cccs2)c1C
    74	63	36	73*	64*	7	27	28	-20	-3	26
- CCCCCn1cnc2c(=S)nc(N)[nH]c21
    0	16	2	1	3	-14	-44	-13	4	-1	-4
- Nc1nc(Br)c2ccccc2c1-c1ccc(F)cc1
    11	-8	15	10	17	43	-13	18	1	-8	1
- O=C(Nc1ccccc1N1CCOCC1)c1cc(-c2ccco2)nc2ccccc12
    18	3	-27	9	25	75*	16	32	9	-13	13
- CC(=O)c1cccc(NC(=S)NC(=O)CC(C)(C)C)c1
    -46	-42	-4	-11	-2	-1	-66	-19	-16	-5	2
- O=C(N/C(=C\c1ccccc1)C(=O)N1CCN(CCO)CC1)c1ccccc1
    -15	15	4	-3	6	9	-1	11	-45	-4	2
- O=C(Nc1nnc(SCc2ccccc2)s1)C1=COCCO1
    -86	-76	-23	-34	-8	-19	-81	-35	-8	15	5
- CC(=O)c1ccc(S(=O)(=O)Nc2ccc(-n3cnnn3)cc2)cc1
    6	-20	15	2	9	-5	-5	-5	-2	8	3
- O=C(CSc1ccc(Cl)cc1)Nc1nnc(-c2ccco2)o1
    -13	8	-4	-15	-5	-8	-35	12	1	1	4
- Cc1cc2nc(C3CCCN(C(=S)Nc4ccccc4)C3)[nH]c2cc1C (stereo not drawn)
    43	10	21	49*	-24	-18	8	8	-2	16	-3
- COc1ccc(NS(=O)(=O)c2cccc(C(=O)OCC(=O)NC3CC3)c2)cc1
    5	13	2	-21	8	-9	-59	17	-2	-22	-7
- Cc1c(NC(=O)c2ccc(Cl)c(S(=O)(=O)N3CCOCC3)c2)c(=O)n(-c2ccccc2)n1C
    -11	0	-7	-9	-10	-13	7	13	12	0	-9
- O=C(CSc1n[nH]c(-c2ccncc2)n1)c1cccc([N+](=O)[O-])c1
    7	-5	-13	-1	-18	2	2	14	1	5	10
- O=C(NC1CCCC1)C(c1ccccn1)N(C(=O)c1csnn1)c1ccc(F)cc1 (stereo not drawn)
    -16	-11	0	-4	-1	17	-14	-15	-8	0	1
- O=C(NCc1ccc(F)cc1)c1ccc(S(=O)(=O)Nc2cccc(C(F)(F)F)c2)cc1
    40	7	34	16	34	-25	4	19	-4	-3	4
- Cn1cccc1/C=N\NC(=O)C1COc2ccc(C(C)(C)C)cc2O1 (stereo not drawn)
    23	14	-6	2	0	8	9	-6	27	-18	-1
- CN(C)CCCN(C(=O)c1ccco1)c1nc2ccc(Cl)cc2s1
    -7	-16	-53	-11	-26	9	-33	-12	7	-10	-1
- CC1(C)CC(=O)C=C(c2cn[nH]n2)C1
    4	13	-2	-14	-15	-5	17	11	-3	8	2
- CC(C)Oc1ccc(C(CC(=O)O)NC(=O)C2CCCCC2)cc1 (stereo not drawn)
    1	-4	-12	12	-15	-2	6	15	4	0	21
- COc1cc(C2NC(=O)NC3=C2C(=O)OC3)cc(OC)c1OC (stereo not drawn)
    4	-3	2	4	5	24	2	4	-9	-1	-16
- CCOCCCNC(=O)C(c1ccccc1)N(Cc1ccc2c(c1)OCO2)C(=O)CNC(C)=O (stereo not drawn)
    -2	15	5	5	2	5	5	19	2	-2	-9
- CNC(=O)N(O)C1N(/N=C/c2cccnc2)C(=S)SC1(C)C (stereo not drawn)
    -1	-9	-22	6	-9	-10	-5	23	-7	8	5
- COc1ccc(CNC(=O)COC(=O)c2cccc(S(=O)(=O)N3CCOCC3)c2)cc1
    -8	4	15	-7	4	-22	-15	11	33	20	-5
- CC1Cc2ccccc2N1C(=O)COC(=O)C1=COCCO1 (stereo not drawn)
    12	4	-2	-2	-29	1	-8	6	-4	-6	-11
- CCCCC(C(=O)NC1CCCC1)N(C(=O)c1snc(C(N)=O)c1N)c1ccc(C)cc1 (stereo not drawn)
    4	10	-6	-9	-3	14	-4	15	-15	-2	21
- CCN(C(=O)COC(=O)/C=C/c1nc2ccccc2s1)c1c(N)n(Cc2ccccc2)c(=O)[nH]c1=O
    -10	5	-53	-13	24	42	-26	8	7	-18	7

# (next part)
# Sequence of screens: Shn3 3UTR inh	NR5A2 inv ag	TROY signal inh	COUP-TFII inh	TWEAK Fn14 block	CF NFkB inh	SRC1 inh	NCOA3 inh	LMP1 NFkB inh	KKLEB tox	TRAIL sens C8
- O=C(N/C(=C\c1ccc2c(c1)OCO2)C(=O)N1CCOCC1)c1ccccc1Br
    -5	2	-1	-1	-6	6	2	10	5	2	-7
- Cc1nc(CN2CCCCC2)c(O)c(=O)[nH]1
    -2	4	-6	-11	-8	-12	-6	-16	5	18	2
- COc1ccccc1CNC(=O)CNC(=O)c1cn(-c2ccccc2OC)c(=O)c2ccccc12
    8	-17	-7	15	17	-16	7	0	3	-2	3
- O=C(NCc1cccnc1)c1ccc(CS(=O)(=O)c2ccc(Cl)cc2)o1
    17	-3	17	13	-7	12	8	10	-2	1	-17
- COCCC1CCCCN1C(=O)c1ccc(OC)c(OC2CCN(C(C)=O)CC2)c1 (stereo not drawn)
    3	2	9	18	-2	22	13	3	-8	-13	34
- CC(C)c1nc2n[nH]c(N)c2c2c1CSC(C)(C)C2
    12	4	-1	4	12	42	3	-9	3	-17	-15
- CCc1cccc(NC(=O)CN(C)S(=O)(=O)c2cnc[nH]2)c1
    -11	-11	-10	-5	9	12	-17	-5	1	3	-1
